# From PubChem BioAssay
# PABP1 MLLE inh: inhibitors of microRNA-mediated deadenylation, human PABP1 MLLE binding | P11940 | GST-MLLE / FITC-PAM2 fluorescence polarization | inhibition, % at 20 µM | hit rate 0.36% among 360,000 | AID 588489; in the data active means inhibition above about 35%, passing the limit was not always enough;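 further: plate controls were DMSO wells with GST-MLLE for no effect and wells lacking GST-MLLE protein for full effect; some results filed as inactive read as strong as hits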
# CSN deneddyl inh: CSN deneddylation inhibition; AID 651999; hit rate 0.38% among 360,000; inhibition, % at 12.5 µM; Purified CSN, SCF-Nedd8-OG deneddylation, fluorescence polarization; Q92905;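 active means pattern-corrected inhibition above about 35%, with an unprinted fluorescence ratio check between 0.5 and 1.5, limit read from the data, passing the limit was not always enough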;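 further: 0% = enzyme with substrate and 100% = substrate without enzyme; some results filed as inactive read as strong as hits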
# Target sequence (Q92905 whole entry, looked up, one chain of several): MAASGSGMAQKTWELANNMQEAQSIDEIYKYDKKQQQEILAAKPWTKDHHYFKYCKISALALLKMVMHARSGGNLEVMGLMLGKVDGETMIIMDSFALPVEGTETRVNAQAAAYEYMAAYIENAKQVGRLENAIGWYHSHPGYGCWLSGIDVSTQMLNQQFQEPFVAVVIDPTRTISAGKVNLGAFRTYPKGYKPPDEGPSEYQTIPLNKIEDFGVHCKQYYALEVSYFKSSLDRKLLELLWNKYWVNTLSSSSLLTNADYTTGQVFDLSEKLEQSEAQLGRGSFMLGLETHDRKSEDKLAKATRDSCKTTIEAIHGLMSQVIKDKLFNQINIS
#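 Assay system: Purified human Csn5 enzyme expressed in HEK293T cells | Amount: Enzyme 0.24 nM | Measured by: Fluorescence polarization readout | Medium: Tris/NaCl/DTT buffer, pH 7.5 | Compound dosing: One concentration, 12.5 µM, 0.25% DMSO | Times: 90 min incubation of compound, enzyme and substrate at room temperature | Control set: no-enzyme wells high, enzyme-with-substrate wells low | Read-out: % inhibition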
# SUMO1-SIM PPI: alters human SUMO1 binding to SIM partners; P63165; hit rate 0.33% among 360,000; inhibition, % at 20 µM; SUMO1 binding to a labelled peptide, TR-FRET, 1 h; AID 602429; in the data active means inhibition above about 37%
# Target sequence (P63165 whole entry, looked up): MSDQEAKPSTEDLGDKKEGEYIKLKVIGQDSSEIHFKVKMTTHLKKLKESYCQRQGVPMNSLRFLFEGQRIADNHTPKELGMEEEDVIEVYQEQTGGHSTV
# DNMT1 block: blocks human DNA methyltransferase DNMT1. DNMT1 molecular beacon, Hinp1I cleavage, fluorescence. inhibition (reported as % activation of signal), % at 10 µM. hit rate 0.83% among 360,000. AID 588458; in the data active means inhibition above about 50%
# NadD inh: NadD (S. aureus) enzyme inhibition. hit rate 0.78% among 360,000. inhibition, % at 20 µM. purified NadD enzyme, colorimetric absorbance read-out; in the data active means inhibition above about 26%; further: some compounds past the cut are filed as inactive
# LMPTP block: LMPTP (human) inhibition; hit rate 0.22% among 360,000; P24666; inhibition, % at 20 µM; recombinant LMPTP-A, OMFP fluorogenic substrate, fluorescence intensity;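 active means compounds that cut the enzyme signal by at least half of the control window in the single-dose screen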;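 further: plate controls were DMSO wells with enzyme plus substrate for no effect and substrate without enzyme for full effect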
# Target sequence (P24666 whole entry, looked up): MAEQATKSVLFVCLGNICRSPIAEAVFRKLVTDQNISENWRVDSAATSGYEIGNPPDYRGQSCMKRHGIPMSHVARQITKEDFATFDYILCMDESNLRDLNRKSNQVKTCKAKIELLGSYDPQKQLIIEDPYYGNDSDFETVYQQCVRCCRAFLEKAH
#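 Assay system: LMPTP-A phosphatase enzyme | Input: 0.625 nM enzyme | Also added: Fluorogenic phosphatase substrate OMFP at 400 µM final | Compound dosing: One test concentration per compound, 20 µM, with 3% DMSO overall | Schedule: 50 min enzyme reaction at room temperature, protected from light | Signal: Fluorescence intensity | Benchmarks: no-enzyme and uninhibited controls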
# Rpn11 inh: inhibitors of human proteasome Rpn11; AID 588493; human 26S proteasome, Ub4-pepOG fluorescence polarization; 20S core pre-blocked with epoxomicin; calls only at 20 µM; hit rate 0.59% among 360,000; O00487;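 active means inhibition at 20 µM, scaled to each plate's controls, above about 33%, limit read from the data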
# Target sequence (O00487 whole entry, looked up): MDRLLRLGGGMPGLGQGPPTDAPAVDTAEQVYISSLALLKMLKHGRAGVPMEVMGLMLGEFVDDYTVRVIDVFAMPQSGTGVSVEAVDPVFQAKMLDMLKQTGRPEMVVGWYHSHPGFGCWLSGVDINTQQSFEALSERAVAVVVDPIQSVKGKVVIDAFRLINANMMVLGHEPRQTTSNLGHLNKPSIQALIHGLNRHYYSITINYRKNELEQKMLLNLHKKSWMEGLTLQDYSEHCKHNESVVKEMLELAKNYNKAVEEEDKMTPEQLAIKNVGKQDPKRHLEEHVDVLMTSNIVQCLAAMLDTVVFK
# STEP inh: blocks human striatal-enriched tyrosine phosphatase; AID 588621; hit rate 0.25% among 360,000; recombinant STEP, OMFP fluorogenic substrate, fluorescence; inhibition, % at 20 µM;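 active means inhibition at 20 µM, scaled per plate between control wells, above about 37%, limit read from the data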;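 further: 0% = DMSO with enzyme and substrate and 100% = substrate only without enzyme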
#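 Material: STEP (striatal-enriched tyrosine phosphatase) enzyme, cell-free | Medium: 50 mM Bis-Tris pH 6.0 with 2.5 mM DTT and 0.005% Tween 20 | Read-out: Percent inhibition scaled to no-enzyme and uninhibited-enzyme controls, plate-pattern corrected | Signal: Fluorescence read at 480 nm ex / 540 nm em | Times: 20 min reaction, room temperature, in the dark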
# TbMetRS inhib: blocks T. brucei methionyl-tRNA synthetase activity. inhibition, % at 11.9 µM. hit rate 0.4% among 360,000. purified T. brucei MetRS, ATP depletion, Kinase-Glo luminescence;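 active means inhibition above a per-plate cutoff of the control wells' mean inhibition plus 3 SD, cut at about 5.5% in these data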;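 further: 0% = DMSO wells median and 100% = median of wells with control inhibitor compound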
#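 Dosing: 11.9 µM single point; system: parasite MetRS enzyme; technique: luminescence of leftover ATP; times: 15 min enzyme-compound preincubation, 2 h reaction, 10 min detection, 25 °C; replicates: each compound tested once; read-out basis: percent inhibition relative to median high and low control wells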
# Scp-1 inhibitor: inhibitors of human Scp-1 phosphatase. Q9GZU7. Recombinant Scp1, phosphopeptide, malachite green phosphate absorbance. inhibition, % at 20 µM. hit rate 0.88% among 340,000;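 active means inhibition above about 50% at 20 µM, limit read from the data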;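 further: plate controls were DMSO wells with enzyme for no effect and wells lacking enzyme for full effect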
#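 Assay system: SCP-1 catalytic fragment, aa 76-261 | Buffer or medium: Tris acetate buffer pH 5.5 with MgCl2 and Tween-20 | Compound: One concentration, 20 µM, with 1.0% DMSO | Also added: Phospho 17-mer peptide substrate | Signal: Absorbance at 630 nm | Incubation: 45 min enzyme reaction at room temperature | Measure: % inhibition of SCP-1 phosphate liberation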
# The depositor's hits bear a star; i = inactive; . = no result given; + = active, no number.
Structure	PABP1 MLLE inh	STEP inh	LMPTP block	TbMetRS inhib	SUMO1-SIM PPI	DNMT1 block	Scp-1 inhibitor	CSN deneddyl inh	Rpn11 inh	NadD inh
Cc1ccc(Nc2nc(N)c([N+](=O)[O-])c(N3CCCC(C)C3)n2)cc1C (stereo not drawn)	-9	-2	2.6	-0.2	1	1	6	1	i	6
O=C(Nc1ccc(Cl)c(Cl)c1)Nc1ccc(N2CCCC2)c(S(=O)(=O)Nc2ccccc2Cl)c1	3	0	4.4	0.0	1	-15	0	-12	i	31*
COc1ccc(-c2nc(N)n(C(=O)c3ccccc3)n2)cc1	3	1	-0.4	-0.2	7	0	-3	-19	i	3
S=c1[nH]nc(-c2cc(-c3ccccc3)n[nH]2)n1/N=C/c1cccs1	-66	-1	18	-0.5	6	-1	-4	2	i	13
CCOc1ccc(NC(=O)CN2CCCC2c2cccs2)cc1S(=O)(=O)N1CCCC1 (stereo not drawn)	0	-1	-1.8	-0.2	5	-2	-10	0	i	-5
CC(C)(C)n1nc(Cc2cccc3ccccc23)c2c(N)ncnc21	3	2	0.2	-0.2	1	6	5	-6	i	1
COc1cc(OC)cc(C(=O)Nc2nc3ccc(S(C)(=O)=O)cc3s2)c1	-1	6	1.0	1.0	3	-3	-10	7	i	3
CCCc1cc(=O)oc2c(CNc3ccc(OCC)cc3)c(O)ccc12	-37	-3	-1.4	-0.7	6	-9	6	6	i	-5
CCn1c(SCC(=O)NCCOC)nc2sc3c(c2c1=O)CCCC3	-5	1	-1.8	-1.2	-3	-8	-4	-2	i	7
CC(=O)Oc1ccc(/C=N\NC(=O)c2cc3c(ccc4ccccc43)o2)cc1	-7	90*	30	-0.7	-21	28	92*	22	+	6
O=S(=O)(c1ccccc1)N1CCN(C(=S)NCCCN2CCOCC2)CC1	-44	49*	-3.5	-1.4	1	2	5	0	i	-2
CCN(CC)C(=O)c1sc(NC(=O)c2cccs2)c(C#N)c1C	-10	-2	0.4	-0.7	2	-3	-5	-17	i	0
Cc1nc(-c2ccccc2)[nH]c(=O)c1Oc1ccc(Cl)cc1Cl	-14	0	2.3	0.0	20	1	-1	-2	i	1
COc1ccc(-c2cnc(NCc3cc4c(cc3[N+](=O)[O-])OCO4)n2C)cc1	-7	-1	0.4	0.1	-16	-6	1	0	i	-2
CCOC(=O)Nc1ccc(S(=O)(=O)N(C)C(C)C)cc1	-6	0	-2.2	0.1	-3	3	-13	-2	i	-8
CCCN(CC(=O)Nc1ccccc1C)C(=O)c1ccc(C(=O)c2ccccc2)cc1	-6	-1	-1.5	-0.1	1	-1	1	-4	i	-1
COc1ccc(/C=N/Nc2ccccn2)cc1OC	-1	1	-0.1	-0.8	-11	-3	-4	0	i	-1
CC(OC(=O)C1CCCCC1)C(=O)Nc1ccc(S(N)(=O)=O)cc1 (stereo not drawn)	-9	-4	-0.3	0.4	2	-2	1	-2	i	5
Cc1ccc(SCC(=O)OCC(=O)NCc2cccs2)cc1C	2	0	-1.0	-0.3	15	2	-5	0	i	-5
C=CCn1c(C)nnc1SCC(=O)NC1CCCCC1	-1	0	-1.4	-0.5	-1	-1	-28	2	i	-9
Cn1cnnc1SCc1ccc(C#N)cc1	12	3	-1.5	-0.2	4	-1	-11	1	i	-1
Cc1nn2c(N3CCN(CCO)CC3)c3c(nc2c1-c1ccccc1)CCCC3	-4	1	-0.6	-1.2	-2	2	0	1	i	-6
O=C(COC(=O)C1=Cc2ccccc2OC1)NCc1ccccc1	-3	0	1.0	-0.6	-13	-1	-2	5	i	-9
Cc1cc(SCc2ccccc2F)nc(=O)[nH]1	-48	0	1.1	0.6	9	16	0	6	i	6
Cc1cc(C(=O)Nc2nc3c(s2)CCCC3)no1	-6	-2	0.3	-0.1	-3	5	-9	5	i	-5
CN(C)S(=O)(=O)c1ccc(C(=O)OCc2nnc(-c3ccccc3)o2)cc1	13	-1	-0.3	0.3	2	0	-5	2	i	-1
CC(C)OC(=O)N(C)c1ccc(C(O)(C(F)(F)F)C(F)(F)F)cc1	-1	-3	0.4	-1.8	0	11	-7	2	i	-5
Cc1cccc(NC(=O)C2CCN(S(=O)(=O)c3c(C)[nH]c(=O)[nH]c3=O)CC2)c1	-1	-3	-2.0	-0.4	-2	8	-11	3	i	-6
Cc1cnc(C(=O)OC(C)C(=O)NC2CCCc3ccccc32)cn1 (stereo not drawn)	-20	-1	-1.3	-0.6	-2	2	-1	4	i	-4
COc1cc(-c2[nH]ncc2CN2CCSCC2)cc(OC)c1OC	1	3	-0.8	0.5	-4	-9	1	-1	i	-2
Cc1noc(C)c1NC(=O)N(C)C[C@H]1Oc2c(NS(=O)(=O)c3cn(C)cn3)cccc2C(=O)N([C@H](C)CO)C[C@@H]1C	-12	0	-2.2	-0.3	2	2	-5	-2	i	-4
O=[N+]([O-])c1ccc(OCc2cnc(Cl)s2)c([N+](=O)[O-])c1	0	-3	0.9	6.7*	-24	-2	-4	-1	i	-7
Cc1ccc(C(C)C)c(OCCNS(C)(=O)=O)c1	-10	1	-0.8	-0.7	-2	0	-10	-1	i	-1
CN1C2C=C(N(CCc3c[nH]c4ccccc34)C(=O)c3ccc(Cl)cc3)CC1CC2 (stereo not drawn)	8	-5	-0.3	0.0	3	-9	3	-3	i	-4
C=CCSc1nnc(NC(=O)c2ccc3c(c2)OCCO3)s1	5	-4	1.1	0.0	4	0	.	4	i	-5
CCOC(=O)NCc1ccc(Cl)c(Cl)c1	6	-1	-0.2	-0.5	-2	-1	-11	-5	i	-6
O=S(=O)(c1cccs1)N1CCCCC1	-6	-1	-1.2	-0.1	0	2	.	-2	i	4
CC1=C(C)CC(C(=O)Nc2ccc(C(N)=O)cc2)C(C(=O)O)C1 (stereo not drawn)	0	3	-1.1	1.2	4	4	-8	3	i	2
Cc1ccc(C(=O)NCCC(=O)N2CCOCC2)cc1	-7	-1	-0.9	-0.2	-1	1	-2	5	i	-1
CCCCN(C(=O)NC(=O)Nc1ccccc1OCC)S(C)(=O)=O	-5	-4	-0.1	-0.2	-1	-3	-2	3	i	1
COC(=O)c1ccc(NC(=O)c2c(C(=O)Nc3ccccc3)sc3nc(C)cc(=O)n23)cc1	3	3	1.2	0.2	0	1	-9	2	i	-6
NNC(=O)c1[nH]c2ccc(Br)cc2c1-c1ccccc1	-3	-3	0.6	0.6	-3	-12	-5	-2	i	9
Cc1ccc(NC(=O)C2CCCN2S(=O)(=O)c2ccc(F)cc2)c(C)c1 (stereo not drawn)	-2	3	0.3	-0.6	-2	-3	-10	4	i	6
CC(=O)c1ccc(OC(=O)c2ccc(Br)o2)cc1	-8	-1	-1.8	-2.0	2	3	-4	-1	i	-6
COc1ccc(C(=O)C2CCCN(C(=O)c3cccc(Cn4cccn4)c3)C2)cc1F (stereo not drawn)	14	-1	1.4	-0.6	-3	0	-5	-2	i	-5
COc1cccc(OC)c1C(=O)NNC(=O)c1cccc(COc2ccc3c(c2)CCC3)c1	-4	0	3.6	-0.5	3	-7	-2	3	i	9
Cc1cccc(N2C(=O)c3cccc(Oc4ccc(Cl)cc4)c3C2=O)c1	6	5	3.4	-0.4	-9	-3	-7	3	i	-3
CC1CCCN(S(=O)(=O)c2ccccc2[N+](=O)[O-])C1 (stereo not drawn)	19	1	-0.8	-0.8	0	-2	3	1	i	0
CCN(CC(=O)Nc1ccc2c(c1)OCCO2)C(=O)CCOc1ccccc1	-2	-2	-1.0	-0.2	3	-7	2	-4	i	-4
O=C(CNC(=O)c1ccccc1)c1ccccc1	8	-1	0.2	-0.2	-2	-10	-3	15	i	0
N#Cc1ccccc1OCC(=O)NNC(=O)CCC1CCCC1	2	2	-1.5	-0.2	21	-4	-10	-5	i	-3
O=C(CSc1nc2ccccc2c(=O)[nH]1)Nc1ccc(C(=O)O)cc1	0	11	-1.2	0.0	9	3	8	0	i	-2
CN1CCN(C(=O)/C(=C/c2cn(S(=O)(=O)N(C)C)c3ccccc23)NC(=O)c2ccccc2F)CC1	2	1	-0.2	-0.6	-1	-1	-9	1	i	-7
Cc1cccc(C(=O)N2CCN(c3ncnc4c3cnn4-c3ccccc3)CC2)c1	2	-2	-3.1	-0.4	-1	2	0	-1	i	2

# Ordered by formula weight (low to high): some entries from above.
Structure	PABP1 MLLE inh	STEP inh	LMPTP block	TbMetRS inhib	SUMO1-SIM PPI	DNMT1 block	Scp-1 inhibitor	CSN deneddyl inh	Rpn11 inh	NadD inh
O=S(=O)(c1cccs1)N1CCCCC1	-6	-1	-1.2	-0.1	0	2	.	-2	i	4
O=C(CNC(=O)c1ccccc1)c1ccccc1	8	-1	0.2	-0.2	-2	-10	-3	15	i	0
CCOC(=O)NCc1ccc(Cl)c(Cl)c1	6	-1	-0.2	-0.5	-2	-1	-11	-5	i	-6
O=[N+]([O-])c1ccc(OCc2cnc(Cl)s2)c([N+](=O)[O-])c1	0	-3	0.9	6.7*	-24	-2	-4	-1	i	-7
CCN(CC(=O)Nc1ccc2c(c1)OCCO2)C(=O)CCOc1ccccc1	-2	-2	-1.0	-0.2	3	-7	2	-4	i	-4
COc1ccc(C(=O)C2CCCN(C(=O)c3cccc(Cn4cccn4)c3)C2)cc1F (stereo not drawn)	14	-1	1.4	-0.6	-3	0	-5	-2	i	-5
COc1cccc(OC)c1C(=O)NNC(=O)c1cccc(COc2ccc3c(c2)CCC3)c1	-4	0	3.6	-0.5	3	-7	-2	3	i	9
Cc1noc(C)c1NC(=O)N(C)C[C@H]1Oc2c(NS(=O)(=O)c3cn(C)cn3)cccc2C(=O)N([C@H](C)CO)C[C@@H]1C	-12	0	-2.2	-0.3	2	2	-5	-2	i	-4
